GPT2 inhibitor: blocks human glutamate pyruvate transaminase 2 | Recombinant GPT2, coupled pyruvate oxidase/HRP Amplex Red fluorescence | AID 1671188 | 100,000 tested, 0.25% active | Q8TD30 | Potency, µM (doses to about 57.7 µM), without a hit: top-dose activity change, negative = inhibition, most hits filed as inhibitors; also: potency is read from the fitted curve at half-maximal effect; nearly all actives have a fitted effect of over 60% in size; many of its hits are not listed in these tables
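Inhibition is scored from Amplex Red fluorescence generated when pyruvate oxidase and HRP act on pyruvate released by GPT2. Reactions contain 10ng/uL enzyme, 250uM a-KG and 2mM L-alanine and run 30 min at room temperature.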
HEK293 viab: counter-screen for SNCA expression inhibitors: cell viability. 150,000 tested, 0.12% active. Potency, µM (titrated, usually from 57.1 µM), for inactives: at the highest dose activity change, negative = cytotoxicity, actives largely listed as cytotoxic. HEK-293-SNCA-luc viability, GF-AFC fluorescence, 24 h;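 also: potency is read from the fitted curve at half-maximal effect; 0% = DMSO-treated cells and -100% = medium-only wells without cells; nearly all actives have a fitted effect of over 30% in size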
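HEK-293-SNCA-luc cells (1500/well) plated 24 h, then exposed 24 h to a dilution series; GF-AFC added 30 min at 37C, fluorescence 405/540 nm; normalised to medium-only and DMSO wells, Hill fit.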
3T3 cytotox: cytotoxic compounds in NIH 3T3 cells. NIH 3T3 viability, CellTiter-Glo ATP luminescence, 48-72 h. Potency, µM (top dose mostly 96.7 µM), inactives show at the top dose activity change, negative = cytotoxicity, most hits filed as inhibitors. 94,000 tested, 4.3% active. AID 1345082; also: potency is read from the fitted curve at half-maximal effect; nearly all actives have a fitted effect of over 55% in size
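Cytotoxicity is measured as loss of cellular ATP: NIH 3T3 cells (400/well) are exposed to compound for 48 or 72 hr at 37 °C, then CellTiter-Glo luminescence is imaged after 10 min at room temperature.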
FLuc inh: Photinus pyralis luciferase inhibition. P08659. purified P. pyralis luciferase, luminescence, biochemical. Potency, µM (doses to about 115 µM), without a hit: top-dose activity change, negative = inhibition, most hits filed as inhibitors. 76,000 tested, 2.5% active. AID 1347043; also: potency is read from the fitted curve at half-maximal effect; nearly all actives have a fitted effect of over 65% in size
Target sequence (P08659 whole entry, looked up): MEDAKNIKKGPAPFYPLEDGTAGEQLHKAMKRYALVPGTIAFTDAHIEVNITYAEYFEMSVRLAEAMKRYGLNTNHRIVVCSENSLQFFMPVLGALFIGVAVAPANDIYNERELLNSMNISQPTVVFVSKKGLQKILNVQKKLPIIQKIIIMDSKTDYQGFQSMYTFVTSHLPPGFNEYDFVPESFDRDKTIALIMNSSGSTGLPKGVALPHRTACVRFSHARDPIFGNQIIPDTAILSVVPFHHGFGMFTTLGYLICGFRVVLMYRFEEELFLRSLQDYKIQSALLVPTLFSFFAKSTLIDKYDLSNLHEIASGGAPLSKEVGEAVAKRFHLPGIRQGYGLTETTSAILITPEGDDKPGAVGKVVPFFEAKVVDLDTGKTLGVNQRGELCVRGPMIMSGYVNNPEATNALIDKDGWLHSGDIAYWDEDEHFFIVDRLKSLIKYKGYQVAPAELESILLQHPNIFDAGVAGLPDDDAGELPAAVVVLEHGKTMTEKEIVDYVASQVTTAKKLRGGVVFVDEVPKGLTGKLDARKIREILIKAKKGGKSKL
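Purified 10nM P. pyralis luciferase with 10uM D-luciferin and 10uM ATP in 50mM Tris acetate pH 7.5, 10mM Mg acetate, 0.01% Tween-20, 0.05% BSA. qHTS titration; luminescence read by CCD imager.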
IP6K1 inhibitor: IP6K1 kinase inhibition | Q92551 | IP6K1 kinase, ADP-Glo luminescence, 2 h; active compounds read low | activity change, % (series mostly up to about 58 µM) | 140,000 tested, 0.81% active | AID 1645851; in the data active = activity change below about -25%
Target sequence (Q92551 whole entry, looked up): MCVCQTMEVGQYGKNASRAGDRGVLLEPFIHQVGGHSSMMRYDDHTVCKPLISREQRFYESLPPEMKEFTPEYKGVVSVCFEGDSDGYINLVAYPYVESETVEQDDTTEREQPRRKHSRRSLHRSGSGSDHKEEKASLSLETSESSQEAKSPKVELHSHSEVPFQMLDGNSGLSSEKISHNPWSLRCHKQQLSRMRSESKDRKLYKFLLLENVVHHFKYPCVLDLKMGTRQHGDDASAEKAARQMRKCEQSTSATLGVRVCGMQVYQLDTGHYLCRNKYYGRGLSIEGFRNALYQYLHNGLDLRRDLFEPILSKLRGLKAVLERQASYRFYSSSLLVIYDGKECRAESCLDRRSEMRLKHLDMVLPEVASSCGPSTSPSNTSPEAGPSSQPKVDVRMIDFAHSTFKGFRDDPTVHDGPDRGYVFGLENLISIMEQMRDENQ
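ADP-Glo luminescence measures ADP made by human IP6K1 during a 2 h RT reaction with ATP/IP6 (mix at 1.3 mM/130 uM); top library doses 57.5 and 19.1 uM final.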
SNCA expr inh: reduces expression of the alpha-synuclein gene; AID 1671194; 140,000 tested, 0.17% active; HEK-293 SNCA-luciferase knock-in, luminescence, 24 h; Potency, µM (doses to about 57.2 µM), for inactives: top-dose activity change, negative = inhibition, hits mostly inhibitors;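 also: potency is read from the fitted curve at half-maximal effect; plate controls were DMSO cells for no effect and cell-free wells for full effect; nearly all actives have a fitted effect of over 45% in size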
HEK293 tox: cytotoxic compounds in HEK 293 cells | HEK 293 viability, ATP luminescence (CellTiter-Glo), 48-72 h | Potency, µM (highest dose often 115 µM), without a hit: at the top dose activity change, negative = cytotoxicity, hits mostly inhibitors | 94,000 tested, 6.6% active; also: potency is read from the fitted curve at half-maximal effect; nearly all actives have a fitted effect of over 60% in size
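Luminescence from cellular ATP, measured with CellTiter-Glo, indicates HEK 293 viability. Cells plated at 250 cells/well are treated with compound for 48 or 72 hr at 37 degree Celsius before reagent addition.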
* marks the source's active call; other numbers are inactive results; i = inactive; ? = inconclusive; / = not tested or not shown; [ ] = remark or other dose. Unless noted, calls follow the shape of the dose curve; as a rule, active = well fitted curve in the direction sought with a large enough effect; inconclusive = small, poorly fitted or top-dose-only effect, or another doubt; inactive = no such curve, though single readings can be large; an effect the other way counts as inactive or inconclusive. Unless noted, % is scaled to controls: 0 for no effect and ±100 for the full control effect. Not all compounds are listed; count on the stated rates, not on these rows.

SMILES	GPT2 inhibitor	HEK293 viab	3T3 cytotox	FLuc inh	IP6K1 inhibitor	SNCA expr inh	HEK293 tox
CC(C)N1C(=O)C2(CCCCC2)C1C(=O)N1CCOCC1 (stereo not drawn)	i	-0.4%	-4.2%	2.1%	-2.0	-3.1%	3.5%
O=C(Cc1ccsc1)Nc1ccc(-c2nnc3n2CCCC3)cc1	i	9.1%	1.8%	5.1%	5.4	20.3%	14.5%
COc1ccc(C2C(C(=O)Nc3cccnc3)=C(C)Nc3nc(-c4ccc(OC)c(OC)c4)nn32)cc1 (stereo not drawn)	/	-9.5%	/	/	-0.9	22.6%	/
CCn1cc(S(=O)(=O)N2CC(c3nc(CCOc4cccc(C)c4)no3)C2)cn1	-7.6%	1.3%	?	/	18.5	-11.6%	?
O=C1NC(=NC2CCCC2)C2(CCCN(Cc3ccsc3)C2)N1c1cc(F)cc(F)c1 (stereo not drawn)	i	7.3%	?	/	-11.0	-4.3%	?
CCc1ccc(NC(=O)Cn2c(=O)n(Cc3nc(-c4ccccc4)no3)c(=O)c3cc4c(cc32)OCO4)cc1	/	7.2%	/	/	21.7	?	/
COCCN1CCCC2(CCN(C(=O)c3oc4cc(C)ccc4c3C)C2)C1=O (stereo not drawn)	-31.0%	-10.6%	-22.2%	-2.3%	8.5	41.1%[activator]	?
Cc1cc(C(F)F)n2nc(C(=O)Nc3c(C)cccc3C)nc2n1	/	-7.3%	/	/	-0.6	-17.5%	/
Cc1nn(C)c(C)c1S(=O)(=O)N1CCC(c2noc(-c3cccnc3)n2)C1 (stereo not drawn)	i	4.0%	-0.9%	1.4%	10.6	-22.1%	7.1%
C/C(=C\C(=O)OCCCCCCCCC(=O)O)C[C@@H]1OC[C@H](C[C@@H]2O[C@H]2[C@@H](C)[C@H](C)O)[C@@H](O)[C@H]1O	-29.2%	-6.6%	/	/	7.8	/	/
COc1ccc(C2=NOC3(CCCN(C(=O)c4ccccn4)C3)C2)cc1 (stereo not drawn)	i	-15.0%	i	/	-0.7	44.9%[activator]	3.6%
O=C(c1nc2cccnc2n(Cc2ccccc2)c1=O)N1CCCC1	i	-10.8%[87.6 µM]	-15.2%[138 µM]	/	15.6	-1.9%[87.6 µM]	-6.1%[172 µM]
O=C(Nc1sc2c(c1C(=O)NCC1CCCO1)CCC2)c1cc(=O)c2ccccc2o1 (stereo not drawn)	/	5.0%	/	/	9.6	64.8%[activator]	/
COc1ccc(-c2cn3c(n2)sc2cc(C(=O)NCCc4ccc(OC)cc4OC)ccc23)cc1	/	4.9%	/	/	-6.1	45.6%[activator]	/
COc1cccc(CCC(=O)N2CCCC(Nc3ccc(F)cc3)C2)c1 (stereo not drawn)	i	-1.0%	-25.0%	0.0%	7.5	-16.2%	?
O=C(c1cc2ccccc2[nH]1)N1C[C@@H](CO)[C@H](c2ccccn2)C1	i	5.2%	-22.4%	-8.5%	0.0	32.6%[activator]	-7.8%
O=C1NCN(Cc2ccc(Cl)cc2)C12CCN([S+](=O)([O-])c1cccc(C(F)(F)F)c1)CC2	2.6%	1.1%	?	4.3%	-8.5	-11.0%	?
CCOc1cc(=O)n2c(c1C(=O)Nc1ccc(C)cc1Cl)CCCC2	-4.1%	1.5%	?	-5.8%	1.6	?	?
O=C(NCc1ccc(Cl)nc1)c1ccc2cncn2c1	i	3.7%[87.6 µM]	?	-3.3%[172 µM]	11.2	-26.4%[87.6 µM]	-11.6%[172 µM]
Cc1ccc(-c2nnc(Nc3cccc(Cl)c3)c3ccccc23)cc1S(=O)(=O)N1CCN(C)CC1	/	-5.3%	/	/	-11.6	-16.4%	/

An excerpt of these results, as labelled records:
compound: O=C(c1cc2ccccc2[nH]1)N1C[C@@H](CO)[C@H](c2ccccn2)C1
  GPT2 inhibitor = i
  HEK293 viab = 5.2%
  3T3 cytotox = -22.4%
  FLuc inh = -8.5%
  IP6K1 inhibitor = 0.0
  SNCA expr inh = 32.6%[activator]
  HEK293 tox = -7.8%

compound: O=C1NCN(Cc2ccc(Cl)cc2)C12CCN([S+](=O)([O-])c1cccc(C(F)(F)F)c1)CC2
  GPT2 inhibitor = 2.6%
  HEK293 viab = 1.1%
  3T3 cytotox = ?
  FLuc inh = 4.3%
  IP6K1 inhibitor = -8.5
  SNCA expr inh = -11.0%
  HEK293 tox = ?

compound: CCOc1cc(=O)n2c(c1C(=O)Nc1ccc(C)cc1Cl)CCCC2
  GPT2 inhibitor = -4.1%
  HEK293 viab = 1.5%
  3T3 cytotox = ?
  FLuc inh = -5.8%
  IP6K1 inhibitor = 1.6
  SNCA expr inh = ?
  HEK293 tox = ?

compound: O=C(NCc1ccc(Cl)nc1)c1ccc2cncn2c1
  GPT2 inhibitor = i
  HEK293 viab = 3.7%[87.6 µM]
  3T3 cytotox = ?
  FLuc inh = -3.3%[172 µM]
  IP6K1 inhibitor = 11.2
  SNCA expr inh = -26.4%[87.6 µM]
  HEK293 tox = -11.6%[172 µM]

The results go on.
SMILES	GPT2 inhibitor	HEK293 viab	3T3 cytotox	FLuc inh	IP6K1 inhibitor	SNCA expr inh	HEK293 tox
Cc1ccc(-n2c(-c3ccco3)nc3c(cnn3-c3ccc(C)cc3)c2=O)cc1	/	19.0%	/	/	4.2	-24.8%	/
O=C(CC1CCCCC1)N1CCCC(CN2CCCC2)C1 (stereo not drawn)	-10.9%	5.1%	-14.1%	-3.1%	4.9	-5.4%	-1.3%
COCC1CN(Cc2ccc(C(C)C)cc2)CC12CCNCC2 (stereo not drawn)	i	-14.0%	?	-0.9%	26.6	7.5%	44.7µM*
Cc1cc(C(=O)N2C[C@@H]3CCCN4CCC[C@@H]([C@H]34)[C@H]2CCCC(=O)NCc2ccccc2)nn1C	i	-3.8%	4.1%	6.6%	-4.4	-8.6%	-0.6%
COC(=O)c1ccc([C@@H]2Nc3c(cccc3C(F)(F)F)[C@@H]3C=CC[C@@H]32)cc1	/	-12.1%	/	/	-14.3	-25.8%	/
CCN1CCc2[nH]cnc2C12CCN(C(=O)c1cccnc1SC)CC2	i[11.5 µM]	1.9%	0.0%	3.1%	3.2	-4.1%	-14.1%
COCC1CN(C(=O)CN2CCCC2=O)CC12CCNCC2 (stereo not drawn)	?	-2.8%	-14.7%	-18.5%	3.8	44.9%[activator]	-5.1%
O=C(NC[C@H]1O[C@H](Cc2cc(-c3ccccc3)on2)CC[C@@H]1O)c1ccccc1F	i	-0.2%[87.6 µM]	-27.9%[174 µM]	-1.8%[172 µM]	-12.9	-14.5%[87.6 µM]	?
CC(C)CN1CCN(C2CCOC3(CCN(S(=O)(=O)c4cccs4)CC3)C2)CC1 (stereo not drawn)	i	5.3%	-14.6%	-0.6%	-0.5	19.9%	-11.3%
Cc1cc(C)n(-c2nc3ccccc3nc2N2CCN(c3cccc(C(F)(F)F)c3)CC2)n1	/	1.1%	/	/	-9.2	0.9%	/
CN(C)S(=O)(=O)N1CCC(N2C(=O)C3(CCCCC3)C2c2ccccc2)CC1 (stereo not drawn)	i	-3.9%[12.5 µM]	-23.9%	-1.8%	-0.5	?	?
c1ccc(-c2ccc3ncc(Nc4ccccn4)n3n2)cc1	-8.1%[88.5 µM]	-11.7%[87.6 µM]	?	-11.5%[230 µM]	-20.7	48.4%[activator][87.6 µM]	?
CN1CCC2(Cc3ccccc3CN(C(=O)C3CCCC3)C2)C1 (stereo not drawn)	i	-6.6%	-26.2%	/	-7.2	-3.4%	-21.2%
COc1cc(NC(=O)Cn2c(N3CCc4ccccc4C3)nc(C)cc2=O)cc(OC)c1OC	-18.7%	-6.0%	?	11.3%	5.8	-13.7%	-22.0%
CC(C)c1noc(-c2cn(C3CCN(C(=O)c4ccco4)CC3)nn2)n1	i	5.9%	?	5.4%	6.0	4.3%	-23.4%
CN1CC(=O)N(C2CCC2)Cc2c(NC3CCCC3)ncnc21	i	1.1%	?	/	8.2	6.7%	-7.3%
O=C(c1cccc(-c2ccccn2)c1)N1CCN([S+](=O)([O-])c2ccccc2)CC1	-2.2%	8.1%[12.5 µM]	?	/	-11.3	-17.2%	?
Cc1ccc([S+](=O)([O-])N2CCCC(C(=O)N3CCC4(CC3)CC(=O)Nc3ccccc3O4)C2)cc1 (stereo not drawn)	i	-25.9%	?	/	-1.4	-14.3%	35.5µM*
O=C(O)C[C@@H]1CCN(C(=O)C2CCCC2)C[C@@H]1CCN1CCN(c2ccccc2)CC1	-12.0%[88.5 µM]	-1.5%[87.6 µM]	i	-5.1%[172 µM]	9.5	-7.0%[87.6 µM]	-0.9%[172 µM]
C[S+](=O)([O-])c1ccc(-c2cc(C(=O)NCc3ccccc3)nn3cccc23)cc1	-0.3%	-19.9%	?	/	6.5	0.0%	?
CCCC(=O)Nc1cc(-c2ccccn2)nn1-c1ccccc1	-1.9%[88.5 µM]	-8.1%[87.6 µM]	-13.6%[138 µM]	/	-2.6	-17.8%[87.6 µM]	-3.3%[172 µM]
NCCCCN=C(N)N	i	-11.3%	/	/	/	-1.9%	/
COc1ccc(-c2cc(C(=O)N(C)c3ccccc3)c3cnn(C)c3n2)cc1	/	/	?	/	0.5	/	?
C[C@@H](NC(=O)C1=C[C@@H](NS(=O)(=O)c2cccc(C(F)(F)F)c2)[C@@H](O)[C@H](O)C1)C(N)=O	?	-1.5%	3.7%	5.4%	-10.7	0.8%	i
O=C(Cc1ccc(F)cc1)N1CCN(c2cc(-c3ccc(Cl)cc3)[nH]n2)CC1	i	-2.2%	?	-0.4%	15.0	-26.1%	39.8µM*
COc1ccc(Cl)cc1NC(=O)c1c(OC)cc(=O)n2c1CCCC2	-3.4%	3.8%	?	-6.3%	12.5	?	?
CCc1nc2c(c(-c3ccc(O)cc3)n1)CN(Cc1cccc(C(F)(F)F)c1)CC2	i	-0.8%	?	4.3%	9.7	-14.3%	?
COCCN1CCOC[C@H]2CCN(C(=O)c3ccoc3)C[C@H]21	i	?	i	?	-7.4	?	11.7%
CNC(=O)c1cn2c(n1)CN(C(=O)OCc1ccccc1)CC2	i	1.2%	-0.9%	/	5.1	?	2.5%
O=C([C@H]1CCC[C@@H](O)C1)N1CCN(C2Cc3ccccc3C2)CC1	-2.0%	5.9%	-9.1%	3.0%	16.8	6.8%	-18.6%
CN(CCc1ccccc1)[C@@H]1[C@H](O)[C@H](CO)O[C@@H]1CNS(=O)(=O)c1ccccc1	-3.9%	-10.8%	i	-3.5%	0.5	-10.6%	i
Cc1c(Cn2ccnc2-c2cc(C#CCO)cs2)oc2ccccc12	-3.4%[11.5 µM]	-12.9%	?	-7.7%	10.3	1.3%	?
COc1cccc([S+](=O)([O-])N2CCC3(C2)OC(=O)Nc2cnccc23)c1 (stereo not drawn)	-8.5%	2.8%	-7.2%	-3.8%	-2.7	9.6%	-2.0%

High-throughput results (PubChem BioAssay)
